Screening data (PubChem BioAssay)
APEX1 inh: qHTS Assay for Inhibitors of the Human Apurinic/apyrimidinic Endonuclease 1 (APE1). DNA repair nuclease/redox regulator APEX1 (Homo sapiens), P27695. recombinant APE1, TAMRA/BHQ-2 abasic DNA cleavage fluorescence. Potency, µM (titrated, usually from 65.8 µM), for inactives: at the top dose activity change, negative = inhibition, usual class: inhibitors. hit rate 0.35% among 350,000. AID 2517, 2012;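 note: potency is the fitted concentration of half-maximal effect; plate controls were vehicle for no effect and reference inhibitor for full effect; nearly all actives have a fitted effect of over 55% in size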
Target sequence (P27695 whole entry, looked up): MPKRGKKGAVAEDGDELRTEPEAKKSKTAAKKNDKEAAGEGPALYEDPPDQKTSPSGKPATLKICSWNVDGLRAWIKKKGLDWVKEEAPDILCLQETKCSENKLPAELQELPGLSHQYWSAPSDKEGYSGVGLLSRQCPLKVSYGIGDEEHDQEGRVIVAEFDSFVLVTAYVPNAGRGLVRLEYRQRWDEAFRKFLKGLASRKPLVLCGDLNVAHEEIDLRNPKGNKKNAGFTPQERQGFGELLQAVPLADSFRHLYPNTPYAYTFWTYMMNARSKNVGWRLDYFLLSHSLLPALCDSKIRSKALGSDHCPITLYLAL
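APE1 at 0.75 nM preincubated 15 min at room temperature with compound. Reaction then started with 50 nM double-stranded THF-abasic substrate labelled with TAMRA/BHQ-2, and 525/598 nm fluorescence read kinetically. Activity taken as third-minus-first read difference, normalized to DMSO and NSC13755 controls.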
Pol kappa inh: qHTS for Inhibitors of Polymerase Kappa. DNA polymerase kappa (Homo sapiens), Q9UBT6. purified Pol kappa, fluorescent DNA synthesis assay, 10 min. Potency, µM (series often up to 107 µM), without a hit: top-dose activity, negative = inhibition, most hits filed as inhibitors. hit rate 0.53% among 400,000; note: potency is the fitted concentration of half-maximal effect; % is set by controls: 0 for no effect and ±100 for the full control effect
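50 nM final substrate added after 15 min RT preincubation of 10 nM Pol kappa with compound; fluorescence read at 0 and 10 min.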
Pol eta inh: qHTS for Inhibitors of Polymerase Eta; DNA polymerase eta (Homo sapiens), Q9Y253; recombinant Pol eta, fluorescent DNA replication assay; hit rate 1.2% among 390,000; Potency, µM (titrated, usually from 114 µM), inactives show at the top dose activity change, negative = inhibition, hits mostly inhibitors; AID 588591, 2011; note: potency is the fitted concentration of half-maximal effect; % is set by controls: 0 for no effect and ±100 for the full control effect
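Pol eta at 10 nM preincubated with compounds 15 min at room temperature; reaction started with fluorescent substrate (50 nM final) and read kinetically at 0 and 10 min.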
Tb PGK inh: qHTS Assay to Find Inhibitors of Phosphoglycerate Kinase; PGK/GAPDH coupled, Kinase-Glo luminescence, 60 min; hit rate 0.043% among 380,000; Potency, µM (top dose mostly 57.5 µM), without a hit: at the highest dose activity change, negative = inhibition, actives largely listed as inhibitors; AID 602233, 2012; note: potency is the fitted concentration of half-maximal effect; % is set by controls: 0 for no effect and ±100 for the full control effect; nearly all actives have a fitted effect of over 60% in size
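Luminescent ATP detection (Kinase-Glo Plus) follows a 60-minute room-temperature incubation, with wells lacking PGK as controls. Buffer: 100 mM TEA (pH 7.6), 5 mM MgCl2, 0.01% Tween-20. Coupling enzyme GAPDH (100 nM final) supplies unstable 1,3-BPG in-well.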
POLI inh: qHTS for Inhibitors of Polymerase Iota; DNA polymerase iota (Homo sapiens), Q9UNA4; Pol iota fluorescent replication assay, 10 min; Potency, µM (series often up to 115 µM), inactives show top-dose activity, negative = inhibition, hits mostly inhibitors; hit rate 1% among 390,000; note: potency is the fitted concentration of half-maximal effect
Target sequence (Q9UNA4 whole entry, looked up): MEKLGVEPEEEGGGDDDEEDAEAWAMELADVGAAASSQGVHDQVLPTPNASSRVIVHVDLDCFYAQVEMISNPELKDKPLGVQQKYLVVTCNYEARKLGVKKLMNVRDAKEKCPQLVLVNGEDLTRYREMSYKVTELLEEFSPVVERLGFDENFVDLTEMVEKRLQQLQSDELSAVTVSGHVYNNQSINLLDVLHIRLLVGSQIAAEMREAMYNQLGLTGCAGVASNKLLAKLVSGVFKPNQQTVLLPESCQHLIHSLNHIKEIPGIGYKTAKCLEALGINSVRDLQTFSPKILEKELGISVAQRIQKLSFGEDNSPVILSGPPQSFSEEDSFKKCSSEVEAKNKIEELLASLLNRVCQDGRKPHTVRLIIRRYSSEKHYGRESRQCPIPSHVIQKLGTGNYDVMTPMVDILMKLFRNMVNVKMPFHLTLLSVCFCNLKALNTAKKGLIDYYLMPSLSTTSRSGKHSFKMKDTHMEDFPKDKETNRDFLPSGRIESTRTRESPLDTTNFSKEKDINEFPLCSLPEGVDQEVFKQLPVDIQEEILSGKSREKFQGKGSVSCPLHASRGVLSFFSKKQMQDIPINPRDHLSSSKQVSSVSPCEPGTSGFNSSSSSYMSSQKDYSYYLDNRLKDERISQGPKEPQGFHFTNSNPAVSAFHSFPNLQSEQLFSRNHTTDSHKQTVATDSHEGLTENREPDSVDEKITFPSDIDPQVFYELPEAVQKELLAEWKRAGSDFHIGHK
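Fluorescent replication assay read twice, at 0 min and 10 min after adding 50 nM (final) substrate. Enzyme (10 nM) and compounds were first incubated 15 min at room temperature; enzyme-free buffer wells were negative controls.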
RXFP1 antagonist: qHTS Assay for Antagonists of the Relaxin Receptor RXFP1 | Relaxin receptor 1 (Homo sapiens), Q9HBX9 | HEK293-RXFP1, relaxin-stimulated cAMP HTRF, 30 min; hits give low values | activity change, negative = inhibition, % at 57.5 µM | hit rate 0.59% among 350,000 | AID 1259400, 2018;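 active = activity change of -60% or lower, but not beyond a set lower limit; inconclusive = change between -60% and -40%, or beyond the set limit; inactive = change above -40%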; note: % is set by controls: 0 for no effect and ±100 for the full control effect
Pol beta inh: qHTS Assay for Inhibitors of DNA Polymerase Beta | AID 485314, 2010 | P06746 | Potency, µM (series often up to 114 µM), inactives show top-dose activity change, negative = inhibition, most hits filed as inhibitors | hit rate 1.3% among 340,000 | Pol beta primer extension/strand displacement, fluorescence kinetic; note: potency is the fitted concentration of half-maximal effect; % is set by controls: 0 for no effect and ±100 for the full control effect
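10 nM enzyme + cpd, 15 min RT; start with substrate 50 nM final; read 0 min and after 10 min RT. Corrected, normalized data; 4-parameter Hill curve fit.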
Anesthetic bind: qHTS Assay for Identification of Novel General Anesthetics | Ferritin light chain (Equus caballus), P02791 | apoferritin/1-aminoanthracene competitive binding, fluorescence | Potency, µM (top dose mostly 77.5 µM), for inactives: at the highest dose activity change, negative = displacement, hits mostly inhibitors | hit rate 0.074% among 350,000; note: potency is the fitted concentration of half-maximal effect; % is set by controls: 0 for no effect and ±100 for the full control effect; nearly all actives have a fitted effect of over 20% in size
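10 uM apoferritin + 50% sat. 1-AMA, PBS; cpd 10 min RT; Ex380/Em535 endpoint; normalized to free probe vs complex; 4-param Hill fit; propofol titration as pos. ctrl.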
BLM helicase inh: qHTS Assay for Inhibitors of Bloom's syndrome helicase (BLM); recombinant BLM DNA unwinding, fluorescence dequenching; hit rate 0.2% among 350,000; RecQ-like DNA helicase BLM (Homo sapiens), P54132; Potency, µM (highest dose often 56.1 µM), without a hit: top-dose activity change, negative = inhibition, actives largely listed as inhibitors; AID 2528, 2010;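 note: potency is the fitted concentration of half-maximal effect; plate controls were vehicle for no effect and no enzyme for full effect; nearly all actives have a fitted effect of over 35% in size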
* marks the source's active call; other numbers are inactive results; i = inactive; ? = inconclusive; · = not tested or not shown; & = joins results of further samples; [ ] = another dose, or the depositor's remark. Unless noted, calls come from the whole dose curve; as a rule, active = well fitted curve in the direction sought with a large enough effect; inconclusive = small, poorly fitted or top-dose-only effect, or another doubt; inactive = no such curve, though single readings can be large; an effect the other way counts as inactive or inconclusive. A portion of the library; rates above refer to the full screens.

(1) O=C(COC(=O)c1ccccc1[N+](=O)[O-])c1ccc(C2CCCCC2)cc1
(2) CCC(C)CN1CCC(CO)(Cc2ccccc2Cl)CC1 (stereo not given)
(3) CN(C)C(=O)c1ccc(-n2cccn2)nc1
(4) CCN(Cc1ccccc1)S(=O)(=O)c1ccccc1Br
(5) COc1ccc(CCN(C)C(=O)CSc2nnc(-c3ccco3)o2)cc1OC
(6) CC(Oc1ccc(C#N)cc1)C(=O)NC1CCCC1 (stereo not given)
(7) CC(C)OC(=O)CSc1nnc(-c2ccccn2)n1C
(8) CC(C)C(C)NC(=O)CN1C(=O)NC(C)(c2ccc3ccccc3c2)C1=O (stereo not given)

assay / entry | 1 | 2 | 3 | 4 | 5 | 6 | 7 | 8
APEX1 inh | -1% | 0% | 1% | 6% | 21% | 5% | 0% | 7%
Pol kappa inh | -7% | 0% | -2% | 4% | -4% | 7% | -4% | -2%
Pol eta inh | 0% | -18% | -4% | -16% | -13% | -13% | 7% | -4%
Tb PGK inh | -6% | -4% | -3% | -9% | i | -6% | -1% | -5%
POLI inh | 6% | 69%[activator] | 9% | -1% | -5% | -8% | 4% | 26%
RXFP1 antagonist | -9 | 5 | -8 | · | -29 | -7 | 6 | -4
Pol beta inh | ? | 34% | 0% | · | -19% | · | 19% | 43%
Anesthetic bind | ? | -11% | 1% | · | -9% | · | -2% | 3%
BLM helicase inh | -3% | 5% | -1% | · | 2% | · | -2% | -4%

(9) CCc1ccc2c(c1)c(=O)c(C(=O)c1ccc(C)cc1)cn2CC(=O)Nc1ccccc1C
(10) Cc1noc(Cn2c(=O)c3ccccc3n(CC(=O)Nc3ccccc3C(F)(F)F)c2=O)n1
(11) COc1ccc(-c2onc(C)c2C)cc1S(=O)(=O)NCC1CCN(Cc2cc(C)ccc2C)CC1
(12) Cc1cccc(NC(=O)CSc2nnc(-c3ccc(S(=O)(=O)N4CCOCC4)cc3)n2C)c1
(13) COc1cc(OC)cc(C(=O)Nc2ccc3c(c2)CCCN3C(=O)c2cccs2)c1
(14) CCOc1cc(CNCc2ccccc2)ccc1OCC(=O)NC1CCCCC1
(15) O=C(NCC1CCCO1)c1ccccc1NS(=O)(=O)c1ccc(Br)s1 (stereo not given)
(16) COc1cc(NS(=O)(=O)c2ccc(N=Cc3c(C)[nH]n(-c4ccccc4)c3=O)cc2)nc(OC)n1

assay / entry | 9 | 10 | 11 | 12 | 13 | 14 | 15 | 16
APEX1 inh | · | · | · | 0% | -18% | -8% | · | 17%
Pol kappa inh | -7% | -14% | 10% | -3% | -7% | -17% | 0% | -6%
Pol eta inh | -5% | -18% | -16% | 2% | -8%&-7% | -8% | -9% | -8%
Tb PGK inh | -4% | -19% | 9% | 0% | 2%&-9% | -5% | -1% | 5%
POLI inh | 20% | -11% | 0% | 14% | ? | -12% | 30% | -15%
RXFP1 antagonist | · | -4 | -17 | 3 | 10&-2 | -26 | 2 | 20
Pol beta inh | 12% | 0% | 21% | 10% | 14%&3% | 3% | · | ?
Anesthetic bind | 1% | -3% | -1% | -17% | -7%&-1% | -21% | · | -11%
BLM helicase inh | 1% | 0% | 3% | -1% | -9%&-10% | 2% | · | -2%

(17) CC(=O)Nc1ccc(S(=O)(=O)NCCc2cc3ccc(C)c(C)c3[nH]c2=O)cc1
(18) CCN(CC(=O)Nc1ccccc1C(F)(F)F)C(=O)c1cc(S(=O)(=O)N(C)C)ccc1N1CCCC1
(19) CN(CC(=O)Nc1ccc(F)cc1F)S(=O)(=O)c1ccc(C(=O)N2CCOCC2)s1
(20) Cc1ccc(-c2nc3ccccc3n3c(-c4ccccc4)c4c(=O)n(C)c(=O)n(C)c4c23)cc1
(21) Cc1cc2c(ccc3[nH]onc32)n1
(22) CC(C)CCn1c(=O)c2sccc2n2c(CCCC(=O)NC(C)C)nnc12
(23) N#CCOC(=O)[C@H](Cc1c[nH]c2ccccc12)NS(=O)(=O)c1ccc(Cl)cc1
(24) CCOc1ccc(NC(=O)c2ccc(NC(=O)COC(=O)c3ccc(NC(=O)CC#N)cc3)cc2)cc1

assay / entry | 17 | 18 | 19 | 20 | 21 | 22 | 23 | 24
APEX1 inh | 18% | 9% | · | · | -9% | · | 7% | -40%
Pol kappa inh | -2% | -5% | -9%[60.1 µM] | 11% | -3% | -4% | -5% | 22µM*
Pol eta inh | -18% | -13% | -4% | -25% | -5% | -15% | ? | 1.3µM*
Tb PGK inh | 3% | 3% | i | i | -6% | 12% | · | ?
POLI inh | 31%[activator] | 16% | 6% | 31%[activator] | 14% | 9% | -21% | 8.9µM*
RXFP1 antagonist | -7 | 5 | · | -4 | 6 | 7 | -6 | -36
Pol beta inh | 20% | 53% | ? | 1% | 11% | 2% | ? | ·
Anesthetic bind | -5% | -17% | 2% | -3% | -3% | -16% | -18% | ·
BLM helicase inh | 4% | -1% | 1% | 2% | -1% | -1% | -9% | ·

(25) CCOc1ccc(NCc2cc3cc(OC)ccc3[nH]c2=O)cc1
(26) Fc1cccc2sc(Nc3nc4cc5c(cc4s3)OCCO5)nc12
(27) O=C(CCCc1ccccc1)NCCCN1CCOCC1
(28) COc1cc2c(cc1NC(=O)CCC(=O)O)oc1ccccc12
(29) Cc1ccc(C(=O)N(CC(=O)NC2CCCCC2)c2ccccc2F)s1
(30) O=C(Nc1ccc(NC(=O)c2ccc(Cl)cc2Cl)cc1)c1cccs1
(31) O=C(NCc1ccc2c(c1)OCO2)C1CC(c2ccc(Cl)cc2)=NO1 (stereo not given)
(32) Cc1ccc2[nH]c3c(c2c1)CCC3=O

assay / entry | 25 | 26 | 27 | 28 | 29 | 30 | 31 | 32
APEX1 inh | 0% | 2% | 3% | -5% | 2% | 39% | -3% | -1%
Pol kappa inh | -1% | 4% | -18% | 6% | -3% | 1% | -3% | -8%
Pol eta inh | 4% | -21% | -4% | -16% | -20% | 5% | 16% | 8%
Tb PGK inh | -3% | -4% | 16% | -4% | -1% | 9% | -7% | -10%
POLI inh | 53%[activator] | 5% | 12% | 13% | 81%[activator] | 0% | 0% | 17%
RXFP1 antagonist | -5 | ? | -1 | -13 | -14 | -39 | 0 | 9
Pol beta inh | 0% | 5% | 4% | 10% | 23% | 0% | 30% | 18%
Anesthetic bind | -8% | 43%[activator] | -5% | 1% | ? | -5% | -7% | -2%
BLM helicase inh | -9% | -6% | -4% | -13% | 0% | -5% | -1% | 1%

(33) COc1cc2c(cc1NC(=O)Cc1ccc(C)cc1)oc1ccccc12
(34) COc1ccc(OC)c(NC(=O)CSc2nc3ccccc3c(=O)n2CC2CCCO2)c1 (stereo not given)
(35) CCC(C)(C)n1nnnc1C(c1cccnc1)N1CCN(c2cccc(C(F)(F)F)c2)CC1 (stereo not given)
(36) O=C(CNC(=S)NC(=O)c1ccco1)c1ccccc1
(37) CCCCN(CCCC)CCNC(=O)CN1C(=O)COc2ccc(S(=O)(=O)N3CCC(C)CC3)cc21
(38) COc1ccc2c(-c3cccnc3)cc(=O)[nH]c2c1
(39) O=C(c1ccc(S(=O)(=O)N2CCCCCC2)cc1)N(c1ccccn1)C1CCCCC1
(40) COc1ccc(C2(C)NC(=O)N(CC(=O)Nc3ccc4c(c3)OCO4)C2=O)cc1OC (stereo not given)
(41) COc1ccc(OC)c(C2C(C#N)=C(N)Oc3cc(C)[nH]c(=O)c32)c1 (stereo not given)
(42) NC1=NC(=O)/C(=C/c2cccc(-c3ccc(S(N)(=O)=O)cc3)c2)S1
(43) Cc1cccc(NC(=O)NNC(=O)c2cc(-c3ccccc3Cl)nc3ccccc23)c1

assay / entry | 33 | 34 | 35 | 36 | 37 | 38 | 39 | 40 | 41 | 42 | 43
APEX1 inh | 3% | -2% | 1% | 4% | 35% | -6% | -2% | -4% | -4% | 18% | -6%
Pol kappa inh | -9%[60.1 µM] | 11% | -22% | 6% | 5% | -5% | -10% | -1% | -15% | -11% | -9%
Pol eta inh | -20% | -18% | -5% | -8% | -23% | -7% | -9% | -1% | 3% | -16% | 4%
Tb PGK inh | 0% | -10% | -1% | i | -8% | 0% | -5% | i | -4% | -6% | i
POLI inh | 1% | -1% | 4% | 4% | 22% | 17% | -10% | -4% | 5% | ? | 3%
RXFP1 antagonist | -13 | 26 | -17 | -4 | 8 | 3 | 4 | 8 | -1 | · | -14
Pol beta inh | 2% | 1% | 1% | 12% | 48% | 1% | -2% | 37%[activator] | 12% | -3% | ?
Anesthetic bind | 9% | -3% | -9% | -14% | -9% | 7% | ? | -12% | -7% | -9% | ?
BLM helicase inh | -4% | -2% | -5% | -1% | 4% | -7% | -2% | -3% | 1% | -3% | -4%

Three entries from above, as a markdown table.
| entry | mol | APEX1 inh | Pol kappa inh | Pol eta inh | Tb PGK inh | POLI inh | RXFP1 antagonist | Pol beta inh | Anesthetic bind | BLM helicase inh |
| --- | --- | --- | --- | --- | --- | --- | --- | --- | --- | --- |
| 25 | CCOc1ccc(NCc2cc3cc(OC)ccc3[nH]c2=O)cc1 | 0% | -1% | 4% | -3% | 53%[activator] | -5 | 0% | -8% | -9% |
| 26 | Fc1cccc2sc(Nc3nc4cc5c(cc4s3)OCCO5)nc12 | 2% | 4% | -21% | -4% | 5% | ? | 5% | 43%[activator] | -6% |
| 27 | O=C(CCCc1ccccc1)NCCCN1CCOCC1 | 3% | -18% | -4% | 16% | 12% | -1 | 4% | -5% | -4% |

Taken from above:
compound 40 in APEX1 inh shows -4%
compound 38 in POLI inh shows 17%
compound 42 in Pol beta inh shows -3%
compound 36 in POLI inh shows 4%
